FEN1 inh = qHTS Assay for the Inhibitors of Human Flap endonuclease 1 (FEN1) | P39748 | Recombinant FEN1 flap cleavage, fluorescence, 15 min | Potency, µM (doses to about 114 µM), without a hit: at the top dose activity change, negative = inhibition, actives largely listed as inhibitors | 390,000 tested, 0.35% active; note: nearly all actives have a fitted effect of over 65% in size
Target sequence (P39748 whole entry, looked up): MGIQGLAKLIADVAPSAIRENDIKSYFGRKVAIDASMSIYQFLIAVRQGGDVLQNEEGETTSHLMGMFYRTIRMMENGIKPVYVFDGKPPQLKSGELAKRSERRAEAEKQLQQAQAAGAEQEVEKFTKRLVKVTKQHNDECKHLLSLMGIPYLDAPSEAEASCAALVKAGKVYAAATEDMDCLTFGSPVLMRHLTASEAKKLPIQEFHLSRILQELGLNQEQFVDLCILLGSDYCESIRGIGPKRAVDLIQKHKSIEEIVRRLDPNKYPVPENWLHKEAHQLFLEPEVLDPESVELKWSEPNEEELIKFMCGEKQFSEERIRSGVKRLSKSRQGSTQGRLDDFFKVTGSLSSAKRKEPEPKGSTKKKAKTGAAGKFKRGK
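With each library titrated from low to high concentration, compounds met 10 nM FEN1 for 15 min at room temperature before 50 nM substrate was added; readings at 0 and 15 min fed four-parameter Hill curve fits.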
DT40 TDP1 CPT = qHTS for Inhibitors of human tyrosyl-DNA phosphodiesterase 1 (TDP1): qHTS in cells in presence of CPT. chicken DT40 Tdp1-/-;hTDP1 cells + 20 nM CPT, ATP luminescence, 48 h. Potency, µM (doses to about 46.2 µM), for the others: at the highest dose activity change, negative = growth inhibition, actives largely listed as inhibitors. 420,000 tested, 12% active; note: nearly all actives have a fitted effect of over 55% in size
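Chicken DT40 Tdp1-/- cells stably complemented with human TDP1 were seeded at 400 cells/well in medium containing 20 nM camptothecin, exposed to pin-transferred compounds, and grown at 37 °C for at least 48 hr. Viability was read as ATP luminescence.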
KAT2A inh = qHTS Assay for Inhibitors of GCN5L2. Histone acetyltransferase KAT2A (Homo sapiens), Q92830. GCN5L2 HAT assay, ThioGlo1 CoA-SH fluorescence. Potency, µM (highest dose often 58.9 µM), inactives show top-dose activity change, negative = inhibition, actives largely listed as inhibitors. 390,000 tested, 0.21% active. AID 504327, 2011
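qHTS, 1536-well. 20nM enzyme, pH 7.5 HEPES/EDTA/Tween-20 buffer; 15 min compound preinc., RT. Start: 75uM H3(1-25), 70uM AcCoA, 50uM ThioGlo1. Read Ex340/Em540 at t=0 (autofluorescence flag) and t=20 min.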
Starred values were filed as active, the others as inactive; ? = inconclusive; · = not tested or not shown; & = joins results of further samples; [ ] = dose if it differs, or a comment. Calls come from the whole dose curve; as a rule, active = well fitted curve in the direction sought with a large enough effect; inconclusive = small, poorly fitted or top-dose-only effect, or another doubt; inactive = no such curve, though single readings can be large; an effect the other way counts as inactive or inconclusive. % is set by controls: 0 for no effect and ±100 for the full control effect; potency is the fitted concentration of half-maximal effect. A portion of the library, so the mix of outcomes need not match the whole.

SMILES	FEN1 inh	DT40 TDP1 CPT	KAT2A inh
O=C(Cc1ccc(S(=O)(=O)N2CCCC2)s1)Nc1cccc([N+](=O)[O-])c1	-22%	?	-5%
Cc1ccc2c(c1C)NC(=O)C21N2CCCC2C(C(=O)c2ccc3ccccc3c2)C12C(=O)Nc1ccccc12 (stereo not given)	5%	23µM*	?
COCc1oc2ccc(NS(=O)(=O)c3ccc(C)cc3)cc2c1C(=O)OC	-18%	3.7µM*	0%
COc1ccc(NC(=O)C2CCN(C3=NS(=O)(=O)C(c4ccc(C)c(C)c4)=C3C)CC2)cc1OC	3%	12%	-1%
CC(=O)c1ccccc1OCCOCCOCCOc1ccccc1C(C)=O	-5%	18µM*	-4%
COc1ccc(-c2nnc(SCc3ccc(C(=O)O)cc3)o2)cc1OC	28%	-4%	-3%
COc1ccc(S(=O)(=O)NCC(c2ccc3c(c2)OCO3)N2CCOCC2)cc1C (stereo not given)	11%	-12%	-3%
CCN(c1ccccc1)S(=O)(=O)c1ccc(OC)c(NC(=O)c2cc(Cl)ccn2)c1	2%	?	-17%
O=C(CN1C(=O)COc2ccc(S(=O)(=O)N3CCOCC3)cc21)N1CCN(c2cccc(C(F)(F)F)c2)CC1	-3%	·	-4%
COc1ccccc1NC(=O)CSc1nnc(CNC(=O)c2ccco2)o1	0%	-10%	·
COC(C(=O)Nc1ccc(S(=O)(=O)Nc2c(C)cccc2C)cc1)c1ccccc1 (stereo not given)	13%	7%	-3%
COCCn1c(C)cc(C(=O)CSc2ncnc3sc4c(c23)CCC4)c1C	-1%	-11%	-1%
CCCC(=O)Oc1ccc(C2NC(=O)c3ccccc3O2)cc1OC (stereo not given)	-4%	5%	-14%
CCCCC(=O)NC(Nc1sc2c(c1C(N)=O)CCCC2)(C(=O)OCC)C(F)(F)F (stereo not given)	6%	-30%	-4%
Cc1cc(C)nc(SCc2ccc(C(=O)NNC(=O)Nc3cccc(Cl)c3)cc2)n1	-8%	21µM*	3%
c1cnc(SCCCOc2ccc3ccccc3c2)nc1	-23%	-3%	-2%
Cc1sc(NC(=O)c2ccco2)c(C(c2cccnc2)N2CCN(c3ccc(F)cc3)CC2)c1C (stereo not given)	-17%	1.8µM*	-13%
COc1ccc(C(=O)NNC(=S)NC(=O)c2ccccc2)cc1	-3%	9.2µM*	-4%
CSCC[C@H](N)C(=O)N1CCC(C(=O)N[C@H](C)C(=O)Nc2ccc(C(C)C)cc2)CC1	2%	-27%	-15%
CSc1nc(Oc2ccc3ccccc3c2)c2sccc2n1	0%	?	-7%

Single records (already shown). Order of values: FEN1 inh | DT40 TDP1 CPT | KAT2A inh
`c1cnc(SCCCOc2ccc3ccccc3c2)nc1` in the list: -23% | -3% | -2%
`Cc1ccc2c(c1C)NC(=O)C21N2CCCC2C(C(=O)c2ccc3ccccc3c2)C12C(=O)Nc1ccccc12` (stereo not given) in the list: 5% | 23µM* | ?
`COc1ccc(NC(=O)C2CCN(C3=NS(=O)(=O)C(c4ccc(C)c(C)c4)=C3C)CC2)cc1OC` in the list: 3% | 12% | -1%
`Cc1cc(C)nc(SCc2ccc(C(=O)NNC(=O)Nc3cccc(Cl)c3)cc2)n1` in the list: -8% | 21µM* | 3%
`COc1ccc(-c2nnc(SCc3ccc(C(=O)O)cc3)o2)cc1OC` in the list: 28% | -4% | -3%

Continuation:
SMILES	FEN1 inh	DT40 TDP1 CPT	KAT2A inh
Cn1c2ccc(CC(=O)O)cc2c2cc(CC(=O)O)ccc21	2%	3%	-1%
COc1ccc(-n2nnnc2SCC(=O)Nc2nnn(C)n2)cc1	-1%	-22%	-3%
COC(=O)c1c(NC2=NS(=O)(=O)c3ccccc32)sc2c1CCC(C(C)(C)C)C2 (stereo not given)	-8%	18µM*	·
CC(C)C(=O)c1cc2c(cc1NC(=O)c1ccccc1)OCCO2	-13%	-3%	-9%
COc1ccc2nc(SCC(N)=O)cc(C)c2c1	-10%	1%	0%
COC(=O)C1C2C=CC3(CN(c4cccc(C)c4)C(=O)C13)O2 (stereo not given)	2%	0%	-5%
O=C(N/N=C/c1cn[nH]c1-c1ccc(Cl)cc1)c1ccc([N+](=O)[O-])cc1	?	-1%	-3%
N#CCCN(Cc1ccccc1)S(=O)(=O)c1cccs1	0%	4%	-1%
COCCn1c(SCC(=O)NCc2ccc3c(c2)OCO3)nnc1C(C)C	-12%	1%	-5%
CCCc1cc(=O)oc2cc(C)cc(OCC(=O)O)c12	4%	-12%	-27%
CC(C)(C)C1c2[nH]c3ccccc3c2CCN1Cc1cccc(OCCO)c1 (stereo not given)	-16%	-20%	2%
CCc1ccc(C(=O)Nc2cc(C)ccc2F)s1	-15%	?	-7%
CCCCN(Cc1ccc(Cl)c(Cl)c1)c1ccc(Br)cn1	-2%	-3%	·
CN(C)CCNc1nc(S(=O)(=O)c2ccccc2)c(Cl)s1	-5%	3%	-4%
Cc1ccc(-c2nc(CCNC(=O)C(=O)Nc3ccc(F)cc3F)cs2)cc1	8%	-25%	2%
Cc1cccc(C)c1NC(=O)CN(C)c1ccc(C(F)(F)F)cn1	22%	-4%	-5%
O=C(COc1ccc(S(=O)(=O)N2CCCCC2)cc1)NCc1cccnc1	-7%	-13%	5%
CC(=O)c1sc(NC(=O)c2ccc(Cl)cc2)nc1C	-11%	-3%	1%
CCC(=O)Nc1ccc(NC(=O)c2ccccc2Cl)nc1	-11%	2%	-5%
COCCn1c(-c2ccc(OC)cc2)c(-c2ccc(OC)cc2)oc1=O	-21%	?	-13%

A few values from the entries so far:
Result for COC(=O)C1C2C=CC3(CN(c4cccc(C)c4)C(=O)C13)O2 (stereo not given) in DT40 TDP1 CPT: 0%
Result for CC(C)C(=O)c1cc2c(cc1NC(=O)c1ccccc1)OCCO2 in DT40 TDP1 CPT: -3%
Result for COc1ccc2nc(SCC(N)=O)cc(C)c2c1 in KAT2A inh: 0%

Part of the list above, set out differently.
Order of results – FEN1 inh	DT40 TDP1 CPT	KAT2A inh
- CN(C)CCNc1nc(S(=O)(=O)c2ccccc2)c(Cl)s1
→ -5%	3%	-4%
- COc1ccc(-n2nnnc2SCC(=O)Nc2nnn(C)n2)cc1
→ -1%	-22%	-3%
- COc1ccc2nc(SCC(N)=O)cc(C)c2c1
→ -10%	1%	0%

New compounds follow:
SMILES	FEN1 inh	DT40 TDP1 CPT	KAT2A inh
Cc1ccc(OCCCC(=O)Nc2ccc(N3CCOCC3)cc2)c(C)c1	3%	7%	0%
O=C(NCC1CCCO1)c1ccc(NC(=O)c2ccc(Br)cc2)cc1 (stereo not given)	3%	-10%	·
Cc1cccc(OCC(=O)Nc2ccc3oc(=O)ccc3c2)c1	-7%	11%	-6%
CCCOc1ccc(C(F)(F)F)cc1NC(=O)C1CC(=O)N(Cc2ccco2)C1 (stereo not given)	-8%	-23%	-1%
O=C(NCc1ccc(F)cc1Cl)C1CCN(S(=O)(=O)N2CCCCC2)CC1	-4%	-23%	-5%
CCCCN(C)Cc1c(C)[nH]c2ccccc2c1=O	16%	?	-4%
CN1CC(=O)Nc2ccc(F)cc2C1=O	-3%	-1%	·
CC(=O)Nc1sc(N/N=C\c2cccc(Cl)c2)nc1-c1cccs1	-1%	-22%	-4%
Cc1ccc(Cn2nnc3c(=O)[nH]c(C4CCCN(C(=O)c5ccco5)C4)nc32)cc1 (stereo not given)	12%	-23%	-5%
COc1ccc(C(=O)Nc2nc3c(s2)CCCC3)cc1Cl	-14%	?	-7%
COc1ccc(N2CCN(c3oc(-c4ccccc4C)nc3S(=O)(=O)c3ccccc3)CC2)cc1	0%	12µM*	-2%
Nn1c(SCc2ccccc2)nnc1-c1ccccn1	-5%	6%	36%[activator]
COc1ccc(CCC(C)NCCc2ccc(Cl)cc2Cl)cc1 (stereo not given)	1%	?	-1%
Cc1ccc(NC(=O)CSc2nc(=O)n(Cc3cccnc3)c3c2CCC3)cc1F	-3%	-24%	-4%
Cc1cc2c(ncn2C)c(NS(=O)(=O)c2ccccc2Cl)c1C	-2%	-1%	-13%
CCCC1=Nc2cc(C(=O)NCCN3CCCC3)ccc2Sc2ccccc21	21%	?	-4%
CC1Cc2nc(SCC(=O)NC3CCCCC3)n(C)c(=O)c2S1 (stereo not given)	-1%	-30%	-29%
CC(C)(C)NC(=O)c1oc2ccccc2c1NC(=O)c1ccc(F)cc1	-7%	?	5%
COc1ccc(CNC(=O)CCCn2nc(C)c3c(C)n(-c4ccc(C)cc4)nc3c2=O)cc1OC	-8%&15%	?	-10%&1%
CSCCC(=O)N1CCC(n2nccc2NC(=O)CCc2ccccc2)CC1	10%	2%	-1%
O=S(=O)(c1ccc(Cl)cc1)N1CCC(N2CCOCC2)CC1	-3%	-13%	-21%
CCOc1c(OC(C)=O)ccc(/C=C2\N=C(SCC)SC2=O)c1[N+](=O)[O-]	-9%	8%	-5%
O=C(COC(=O)C1=COCCO1)Nc1ccc([N+](=O)[O-])cc1C(F)(F)F	-11%	-17%	-2%
Cc1ccc(-c2noc(CCCC(=O)N3CCOCC3)n2)cc1	-14%	-22%	-1%
CCOc1ccc(-n2c(=O)c3c(C)c(C(=O)N(C)C)sc3n(Cc3cc(C)ccc3C)c2=O)cc1	19%	3%	-4%
COc1ccc(Cl)cc1NC(=S)N1CCN(C(=O)C2CCCO2)CC1 (stereo not given)	-3%	-7%	4%
Cc1nc2ncnn2c(C)c1Cc1c(Cl)cccc1Cl	-3%	-29%	-9%
S=C(NCc1ccco1)NCC1CCCO1 (stereo not given)	-6%	-3%	-9%
CCOC(=O)C1=CN(CC2CCCCC2)CCC1=O	-3%	4%	·
Cc1cc(C)cc(NCc2nnc3n2CCCCC3)c1	-7%	-1%	0%
CCN(Cc1ccc2c(c1)OCO2)C(=O)CSc1ncnc2sccc12	-21%	?	-5%
N=C(N)SCc1nc2ccccc2c(=O)n1-c1ccccc1Cl	-17%	26µM*	-4%
Cc1ccc(-c2ccc(OCC(=O)N3CCOCC3)cc2)cc1	-5%	-9%	-8%
O=[N+]([O-])c1cc(S(=O)(=O)N2CCCC2)ccc1NCCc1ccccc1	7%	?	3%
CCCn1c(N)c(C(=O)CSc2nncs2)c(=O)[nH]c1=O	21%	-9%	2%
COc1ccc(OC)c(NC(=O)C2CCN(Cc3cnn(-c4ccccc4)c3-n3cccc3)CC2)c1	-24%	16µM*	-6%
CC1CCc2sc(C(=O)NNC(=S)NC3CC3)cc2C1 (stereo not given)	19%	-25%	-37%
CCOC(=O)C1(CCOc2ccccc2)CCN(Cc2cccc3nonc23)CC1	-2%	?	1%
O=C(CN1C(=O)CC(c2ccccc2)=Nc2ccccc21)NCc1ccco1	4%	-1%	-17%
COc1ccc2c(C)c(CC(=O)NCc3ccc(C)cc3)c(=O)oc2c1OC	59%[activator]	0%	-18%
COc1ccc(C(=O)CSc2nnc(Cn3cnc4ccccc43)o2)cc1	1%	8.2µM*	4%
CC/C(=N\NC(=O)c1ccc(-c2ccccc2)cc1)C12CC3CC(CC(C3)C1)C2	0%	-14%	1%
Nc1cc(Cl)cc2c1-c1ccc(Cl)cc1C2	6%	?	·
COC(=O)c1ccccc1SC1CC(=O)N(c2ccccc2)C1=O (stereo not given)	-4%	?	-5%
CCOC(=O)c1ccc(NS(=O)(=O)c2ccc3c(c2)oc(=O)n3C)cc1	10%	3.7µM*	-6%
O=c1oc(Nc2cccc(F)c2)nc2ccccc12	7%	?	0%
COCCN=c1scc(-c2cc(OC)c(OC)c(OC)c2)n1/N=C/c1c(C)[nH]c2ccccc12	?	?	-10%
CCn1cc(CNC(=O)C2CCC(=O)N(C3CCCCCC3)C2)cn1 (stereo not given)	-5%	2%	2%
CCCN(CCC)C(=O)C[n+]1cccc(/C=N/O)c1	4%	1%	23%
Cc1ccc(-n2nc(C)c3c(C(=O)Nc4ccc(Br)c(C)c4)cc(C)nc32)cc1	17%	?	-6%
COc1ccc(Cl)cc1NS(=O)(=O)c1cccc(C(=O)NCC(C)(C)N2CCOCC2)c1	-2%	4%	-1%
CCn1nccc1C(=O)Nc1cc(Cl)ccc1Cl	1%	-2%	-6%
CCN(c1ccc(C)c(C)c1)S(=O)(=O)c1ccc2c(c1)CCN2C(=O)CCC(=O)O	-16%	?	-7%
COc1ccc(-c2cnnn2-c2ccc(N)cc2)cc1OC	-15%	-11%	-6%
COc1ccccc1C(=O)NCC(=O)Nc1ccc2c(c1)OCO2	-9%	-4%	0%
O=C(O)COc1ccc(C(NC(=O)c2c(F)cccc2F)NC(=O)c2c(F)cccc2F)cc1	-9%	-6%	23%
O=C(COc1ccc2ccc(=O)oc2c1)NCC(O)c1ccccc1 (stereo not given)	-2%	9%	0%
CC(C)Oc1ccc(CNC(=O)c2cc(S(=O)(=O)N3CCOCC3)cn2C)cc1	15%	14%	-1%
O=C(Cc1c(O)c2ccccc2[nH]c1=O)NC1CCCCCCC1	-13%	-2%	-1%
